# M1 PAM parental: M1 PAM counterscreen hit in parental CHO-K1 cells | ATP EC20, Fluo-8 calcium fluorescence; 0% at ATP EC20, 100% at ATP max | activation, % at 3 µM | 360,000 tested, 0.02% active;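 active = activation above the run cutoff, the mean activation of all test compounds plus 3 SD, cut at about 40% in these data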;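 also: peak over basal fluorescence ratio in a 140 s read after ATP addition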
# TAAR1 agonist: agonists of human TAAR1 | Q96RJ0 | CHO RD-HGA16 TAAR1, Fluo-8 calcium fluorescence; vehicle wells 0%, saturating PEA agonist 100% | activation, % at 3 µM | 360,000 tested, 0.99% active | AID 624467;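 active = activation above the mean activation of all test compounds in the run plus 3 SD, cut at about 38% in these data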
# Target sequence (Q96RJ0 whole entry, looked up): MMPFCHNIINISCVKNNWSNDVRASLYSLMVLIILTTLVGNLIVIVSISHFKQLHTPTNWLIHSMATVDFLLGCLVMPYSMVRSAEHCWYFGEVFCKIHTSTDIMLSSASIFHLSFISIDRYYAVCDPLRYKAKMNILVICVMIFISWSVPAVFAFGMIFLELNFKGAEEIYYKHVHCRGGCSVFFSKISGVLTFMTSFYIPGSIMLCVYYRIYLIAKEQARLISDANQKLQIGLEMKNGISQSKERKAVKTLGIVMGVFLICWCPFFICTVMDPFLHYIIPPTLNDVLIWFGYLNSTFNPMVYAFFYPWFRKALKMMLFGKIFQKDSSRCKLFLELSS
#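 System: CHO-derived RD-HGA16 cells with stable Gα16 and human TAAR1 / Times: 17-24 h plating, Fluo-8 75 min 37 °C, 30 min RT / Technique: calcium-sensitive Fluo-8 signal, excitation 470-495, emission 515-575 nm / Measure: % activation relative to PEA EC100 response / Benchmarks: DMSO and PEA EC100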
# TAAR1 antag: antagonists of human TAAR1; CHO RD-HGA16 TAAR1, Fluo-8 calcium fluorescence, antagonist; inhibition, % at 3 µM; 360,000 tested, 1.5% active;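 active = inhibition above a per-plate cutoff, the mean inhibition of test compounds on that plate plus 3 SD, cut at about 49% in these data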;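 also: 0% = DMSO plus EC80 beta-PEA response and 100% = DMSO alone without agonist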
#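 System: RD-HGA16 CHO cells with stable hTAAR1 and Gα16 | Probe or stimulus: EC80 β-phenethylamine stimulus | Dosing: 3 µM, single point | Times: Dye loading 75 min at 37 °C, then 30 min room temperature | Measured by: Fluo-8 calcium-sensitive fluorescence | Read-out basis: % inhibition of agonist calcium response | Replicates: n of 1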
# M1 PAM: potentiates human M1 receptor response to acetylcholine; activation, % at 3 µM; P11229; 360,000 tested, 0.088% active; CHO-K1 hM1, Fluo-8 calcium fluorescence, ACh EC20; 0% = ACh EC20, 100% = maximal ACh; AID 588819; in the data active = activation above about 19%, passing the limit was not always enough
# Target sequence (P11229 whole entry, looked up): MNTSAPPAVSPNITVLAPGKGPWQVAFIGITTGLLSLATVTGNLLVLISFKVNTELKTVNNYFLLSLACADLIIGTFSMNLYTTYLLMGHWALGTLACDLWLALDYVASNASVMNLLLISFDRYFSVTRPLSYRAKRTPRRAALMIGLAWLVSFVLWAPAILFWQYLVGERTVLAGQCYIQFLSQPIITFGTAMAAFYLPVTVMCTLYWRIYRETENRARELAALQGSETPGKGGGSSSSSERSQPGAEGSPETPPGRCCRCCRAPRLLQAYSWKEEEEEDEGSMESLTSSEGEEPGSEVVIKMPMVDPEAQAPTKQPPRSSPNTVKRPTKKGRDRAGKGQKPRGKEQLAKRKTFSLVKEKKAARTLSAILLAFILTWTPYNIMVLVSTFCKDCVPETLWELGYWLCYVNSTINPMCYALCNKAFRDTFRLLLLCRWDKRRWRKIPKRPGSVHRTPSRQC
# M1 antag: human CHRM1 antagonism; P11229; CHO-K1 hM1, Fluo-8 calcium fluorescence, ACh EC80 antagonist; inhibition, % at 3 µM; 360,000 tested, 1.3% active; AID 588852;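 active = percent inhibition above its own plate's cutoff, namely the mean of that plate's compound wells plus 3 SD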;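 also: peak over basal fluorescence ratio during 140 s after agonist addition; 0% = ACh EC80 plus DMSO and 100% = DMSO alone without agonist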
# CHO-K1 Ca ag: nonselective activator or artifact in parental CHO-K1 cells. Fluo-8 calcium fluorescence; scaled to maximal ATP response, vehicle zero. activation, % at 3 µM. 360,000 tested, 0.48% active; in the data active = activation above about 15%;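 also: untransfected CHO-K1 host cells lacking M1 receptor as counterscreen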
# CHRM1 agonist: agonists of human M1 muscarinic receptor. 360,000 tested, 0.33% active. activation, % at 3 µM. CHO-K1 hM1, Fluo-8 calcium fluorescence, agonist mode; 0% DMSO, 100% acetylcholine EC100. P11229. AID 588814;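 active = activation above the run's mean compound activation plus 3 SD, cut at about 16% in these data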;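 also: peak over basal fluorescence ratio within a 140 s kinetic read after compound addition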
# CHO-K1 Ca antag: counter-screen for M1 antagonists: effect in parental CHO-K1 cells. ATP-induced calcium, Fluo-8 fluorescence. inhibition, % at 3 µM. 360,000 tested, 0.6% active;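 active = inhibition above a per-plate cutoff, the plate's mean sample inhibition plus 3 SD, cut at about 24% in these data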;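 also: 0% = DMSO plus EC80 ATP and 100% = DMSO alone without ATP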
# CHO parental Ca: counter-screen for OX1R antagonists: effect in parental CHO cells; 330,000 tested, 0.63% active; parental CHO-K1, ATP-induced calcium, Fluo-8 fluorescence; AID 463079; inhibition, % at 5.6 µM;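 active = inhibition above that plate's mean sample inhibition plus 3 SD, cut at about 26% in these data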;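 also: 0% = ATP-challenged DMSO wells and 100% = DMSO wells without ATP; some compounds past the cut are filed as inactive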
#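 Assay system – parental CHO cells · Reagent – ATP stimulus · Detection – intracellular calcium via Fluo-8 no-wash fluorescent dye · Evaluation – percent inhibition of ATP-evoked calcium rise, normalized to controls · Controls – ATP wells versus no-ATP DMSO wells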
# Numbers without * were called inactive; . = not tested or not shown.
# Value order: M1 PAM parental	TAAR1 agonist	TAAR1 antag	M1 PAM	M1 antag	CHO-K1 Ca ag	CHRM1 agonist	CHO-K1 Ca antag	CHO parental Ca
1	O=C(Cn1c(=O)n(-c2cccc(C(F)(F)F)c2)c(=O)c2sccc21)NCC1CCCO1 (stereo not given)
  -14.4	-0.4	-5.4	1.4	-2.2	-0.7	-3.4	-4.6	7.8
2	CCOC(=O)C1CCN(C(=O)c2cccnc2Oc2ccc(Cl)cc2)CC1
  15.8	3.1	-25.0	9.8	-21.5	4.7	6.6	-13.2	-10.8
3	COc1ccc(N2CCN(C(=O)c3ccc(COc4ccc([N+](=O)[O-])cc4)o3)CC2)cc1
  -8.7	3.2	38.1	-14.8	29.6*	13.7	0.2	-1.5	.
4	Cc1cccc(-n2c(CNC(=O)c3ccc(S(=O)(=O)N4CCCC4)cc3)n[nH]c2=S)c1
  -3.9	4.3	-7.3	-2.6	-0.1	0.3	-14.0	-16.9	-1.7
5	O=C1C(=O)c2ccccc2C(O)=C1CC=C(Cl)Cl
  17.0	1.8	-27.7	2.5	-10.6	0.2	2.2	-17.8	.
6	CN1C2C=C3C(C#N)=C(N)C(C#N)(C#N)[C@H](c4c(F)cccc4F)[C@H]3C1CC2 (stereo not given in full)
  5.9	1.8	4.2	-3.9	5.1	0.1	-8.5	2.2	1.2
7	CCC1(C)CC(CCN(Cc2ccco2)C(C)=O)(c2ccccc2)CCO1 (stereo not given)
  20.5	-0.4	6.7	2.5	-4.0	2.1	-9.3	-4.8	-23.4
8	CCc1cccc(C)c1NC(=O)CC1Oc2ccc(C)cc2NC1=O (stereo not given)
  19.1	2.9	-3.8	9.8	-13.5	0.3	-2.1	-3.7	-12.1
9	Cc1ccc2c(c1)c1nnc(SCC(=O)Nc3cccc(Cl)c3C)nc1n2CC(=O)O
  11.2	5.0	-8.2	17.4	-14.8	0.9	-8.1	-6.6	-25.8
10	CCc1ccc(OCC(=O)N(C)CCC#N)c(Br)c1
  5.8	2.8	17.9	12.3	-5.7	-0.2	-0.7	12.6	-3.8
11	CC1(C)CC(=O)C(C=NCCCO)=C(O)C1
  -4.9	5.7	-1.7	11.7	-6.6	-0.1	3.1	-7.3	5.8
12	Cc1ccc(-c2nc3cccnc3s2)cc1NS(=O)(=O)c1ccc2c(c1)CCCC2
  6.0	-1.4	35.0	-12.1	17.3	4.5	-3.6	5.0	-21.0
13	O=C(NC1CCN(Cc2ccccc2Cl)CC1)c1ccccc1
  12.1	0.6	3.9	2.0	1.2	0.6	-8.3	6.5	-4.2
14	CCc1nc(-n2[nH]c(=O)c3ccccc3c2=O)c2c3c(sc2n1)CCCC3
  -2.9	-0.8	-13.7	4.6	-12.4	0.5	-3.5	-14.9	-24.3
15	COc1ccccc1-c1cc(C(=O)NCCN2CCOCC2)no1
  10.1	23.1	-13.4	4.3	-0.6	0.1	-7.0	-7.1	-9.5
16	COc1ccc(-c2ccc(CCC(=O)O)n2NC(=O)c2ccc(C(C)(C)C)cc2)cc1
  21.6	4.8	11.8	12.5	-9.6	1.8	-8.2	-7.0	-13.5
17	CC(=O)c1ccc(S(=O)(=O)N2CCN(c3ccnc4cc(Cl)ccc34)CC2)cc1
  1.7	2.6	47.2	-17.4	30.2	8.9	-2.2	-1.0	.
18	Cc1ccc(S(=O)(=O)NCCCC(=O)N2CCC(C)CC2)cc1
  6.2	6.6	-14.2	12.7	-15.2	1.5	-0.2	4.7	-16.7
19	CCOc1ccc(S(=O)(=O)N2CCC(C(=O)NCc3ccco3)CC2)cc1
  0.8	2.3	-0.8	10.3	-7.8	1.0	-0.6	-15.2	0.8
20	O=C(CN1CCN(Cc2ccccc2Cl)CC1)N/N=C/c1ccco1
  9.6	5.9	-6.1	1.6	-1.1	17.5*	-5.0	1.4	-12.9
21	Cc1oc(-c2ccc3c(c2)OCCO3)cc1C(=O)NC(Cc1ccccc1)C(=O)O (stereo not given)
  11.6	0.2	-14.8	-6.7	23.3	4.5	-3.8	-6.2	0.3
22	Cc1ccc(C(=O)OCC(=O)NCc2ccccc2)s1
  15.1	1.8	-26.1	4.4	-8.3	1.3	-3.9	-6.9	.
23	Cc1ccc2nc(N=C(N)N)nc(C)c2c1
  5.6	-0.5	9.2	13.4	-9.4	0.8	-13.9	-7.8	-6.1
24	CN(C(=O)c1cccc(NC(=O)Cc2cccc(NC(=O)C3CCN(C(=O)C4CCC4)CC3)c2)c1)C1CC1
  21.3	3.9	-10.3	11.4	-12.0	0.7	-4.2	-6.9	.
25	Cc1[nH]c2ccccc2c1C(=O)CSc1nc2ccccc2[nH]1
  -7.0	14.1	54.6*	-9.7	2.1	7.0	-1.5	4.0	-13.2
26	N#CCSc1nc(N)c(C#N)c(C2CCCCC2)c1C#N
  11.4	34.1	12.6	4.4	-5.7	0.7	-0.8	1.2	-16.9
27	Cc1cccc(NC(=O)C2CCN(S(=O)(=O)c3ccc4c(c3)NC(=O)CO4)CC2)c1
  11.9	2.2	9.4	4.3	-2.5	1.3	-2.5	-12.8	4.3
28	O=C(Nc1ccccc1)c1ccc2c(c1)OCO2
  -5.0	4.7	-8.1	0.2	0.7	0.9	-4.2	-15.5	-6.8
29	COc1ccc(-c2nc(N3CCN(C)CC3)sc2-c2ccc(OC)cc2)cc1
  20.9	10.2	-6.5	4.2	-7.2	2.1	-3.5	-9.4	-27.5
30	CC(=O)N1CCN(C(=O)CCCNC(=O)c2ccc(Cl)cc2)CC1
  2.9	0.4	-5.2	3.2	-4.8	0.6	-1.3	-1.3	-1.7

# Ordered by SMILES length (rising): some entries from above.
# Value order: M1 PAM parental	TAAR1 agonist	TAAR1 antag	M1 PAM	M1 antag	CHO-K1 Ca ag	CHRM1 agonist	CHO-K1 Ca antag	CHO parental Ca
23	Cc1ccc2nc(N=C(N)N)nc(C)c2c1
  5.6	-0.5	9.2	13.4	-9.4	0.8	-13.9	-7.8	-6.1
22	Cc1ccc(C(=O)OCC(=O)NCc2ccccc2)s1
  15.1	1.8	-26.1	4.4	-8.3	1.3	-3.9	-6.9	.
13	O=C(NC1CCN(Cc2ccccc2Cl)CC1)c1ccccc1
  12.1	0.6	3.9	2.0	1.2	0.6	-8.3	6.5	-4.2
14	CCc1nc(-n2[nH]c(=O)c3ccccc3c2=O)c2c3c(sc2n1)CCCC3
  -2.9	-0.8	-13.7	4.6	-12.4	0.5	-3.5	-14.9	-24.3
6	CN1C2C=C3C(C#N)=C(N)C(C#N)(C#N)[C@H](c4c(F)cccc4F)[C@H]3C1CC2 (stereo not given in full)
  5.9	1.8	4.2	-3.9	5.1	0.1	-8.5	2.2	1.2

# New compounds follow:
# Value order: M1 PAM parental	TAAR1 agonist	TAAR1 antag	M1 PAM	M1 antag	CHO-K1 Ca ag	CHRM1 agonist	CHO-K1 Ca antag	CHO parental Ca
31	Cc1occc1C(=O)N/N=C/c1ccc2c(c1)OCO2
  9.3	-0.1	10.4	6.8	-13.3	1.3	-1.9	-11.2	-2.8
32	O=C(Nc1ccc(N2CCN(C(=O)c3ccc(Cl)cc3)CC2)cc1)c1ccc(Br)o1
  13.8	9.3	44.4	1.9	-10.1	2.9	0.4	-8.1	-8.4
33	O=C(Nc1ccc(O)cc1)C1CC=CCC1 (stereo not given)
  10.2	1.3	7.1	4.0	1.6	-0.2	-3.6	1.9	-9.5
34	CCCCn1c(=O)[nH]c(=O)c2c1nc(-c1cc3c(cc1Br)OCO3)n2C
  2.4	4.0	12.6	-3.4	11.2	4.6	-8.4	-3.8	-13.7
35	O=C(CSc1ccccn1)N/N=C/c1c[nH]c2ccccc12
  12.3	10.9	14.2	4.1	-1.1	3.8	-2.6	-9.0	-17.8
36	Cc1ccc(/C=C/C(=O)Nc2cccc3ncccc23)o1
  1.6	1.6	-31.9	-1.7	-15.2	0.2	-2.6	7.3	-2.9
37	O=C(CNC(=O)c1ccccc1F)OCn1nnc2ccccc2c1=O
  1.2	2.3	-5.9	0.8	6.0	0.4	-0.2	-4.8	-13.3
38	CC(NS(=O)(=O)c1ccc(OCC(=O)N2CCCC2)cc1)c1ccccc1 (stereo not given)
  16.5	3.3	1.0	6.1	-1.2	2.9	-4.1	-21.2	-15.0
39	COc1ccc(CCNC(=O)c2ccc3nc(N4CCOCC4)sc3c2)cc1OC
  15.7	2.2	16.2	9.8	-10.2	2.1	2.1	1.0	-8.9
40	Cc1ccccc1C(=O)OCC(=O)N1CC(=O)Nc2ccccc21
  9.3	3.3	-0.9	5.5	-3.9	1.1	-1.0	-9.0	.
41	N#CCCn1cc(C(N)=O)c(-c2cccs2)n1
  9.4	2.4	-11.9	1.2	4.8	0.6	0.8	-3.0	-1.0
42	CCOc1ccc(CSC(=N)N)cc1Cl
  11.9	12.6	-3.1	19.5	-12.4	1.8	1.0	-10.3	-10.2
43	CCc1cc(=O)[nH]c(SCc2cccc3ccccc23)n1
  4.1	.	.	1.0	-4.7	0.0	-1.7	-11.9	-9.2
44	COc1cccc(C2=Nc3cccc4cccc(c34)N2)c1
  26.3	-1.5	-15.5	5.2	-10.1	3.3	-6.5	-1.8	1.1
45	CCOC(=O)c1ccc(NC(=S)N(CCN2CCCCCC2)Cc2cccs2)cc1
  6.2	-0.7	-17.2	-5.5	4.8	0.0	-8.0	-11.2	-14.1
46	Cc1cccc2cc(CN(Cc3ccc(F)cc3)C(=O)N(C)C)c3nnnn3c12
  -2.7	35.1	27.1	-0.9	14.0	1.7	-0.2	7.9	-19.5
47	CCc1ccccc1NC(=O)N1CCC(NC(=O)C(Cc2ccc(OC)c(OC)c2)NC(C)=O)CC1 (stereo not given)
  12.6	-1.0	17.3	5.7	2.6	0.4	-3.1	-3.8	-1.2
48	CCCOc1cccc(C2C(C(=O)c3cccs3)=C(O)C(=O)N2CCN2CCOCC2)c1 (stereo not given)
  3.6	1.9	2.5	-7.0	6.3	4.2	-2.3	-2.6	-8.8
49	CC(=O)c1ccc(NC(=S)NCCc2ccc(S(N)(=O)=O)cc2)cc1
  2.5	0.2	5.9	2.7	-3.9	3.5	-4.5	-21.5	1.5
50	CCOC(=O)CCP(=O)(O)C(O)(c1ccccc1)c1ccccc1
  18.5	20.3	-2.9	7.0	0.8	3.7	-4.9	-4.7	3.4
51	COc1ccc(CCNCc2csc3nc4ccccc4n23)cc1OC
  2.3	4.5	15.4	-4.1	-15.2	3.8	1.3	7.4	27.1
52	Nc1ccc(S(=O)(=O)NCC(=O)OCCOc2ccccc2)cc1[N+](=O)[O-]
  -28.6	5.0	-4.0	-8.1	17.9	1.0	-1.5	11.4	-0.5
53	CC1(C)CC(=O)C=C(NC2CCCC(O)C2)C1 (stereo not given)
  -10.9	4.2	-0.6	17.1	-6.9	-0.1	6.5	2.0	-8.0
54	O=C(NC1CC2CCCC(C1)N2Cc1ccccc1)C1CCCCC1 (stereo not given)
  27.7	1.2	-22.7	-17.6	38.1*	0.0	-5.2	-9.7	-12.3

# Copied from the list.
# For CHRM1 agonist, compound 46 shows -0.2
# For TAAR1 agonist, compound 35 shows 10.9
# For CHO-K1 Ca antag, compound 40 shows -9.0

# Hits appear at their usual frequency; about 4.4% have a hit in one of these screens.
